ERK EGF inh: blocks ERK signaling stimulated by EGF; HEK293-V1b, EGF-stimulated phospho-ERK AlphaScreen; Potency, µM (highest dose often 11.5 µM), for inactives: at the top dose activity change, negative = inhibition, hits mostly inhibitors; AID 1454; actives 0.41% (n = 130,000); active = well fitted inhibition curve with a large enough effect; inconclusive = small, poorly fitted or top-dose-only effect, or effect the other way;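 also: plate controls were stimulated vehicle wells for no effect and unstimulated vehicle basal for full effect; nearly all actives have a fitted effect of over 55% in size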
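In this qHTS, HEK293 cells with stable type-1 vasopressin (V1b) receptor were exposed to compound at 37C for 30 min, stimulated 5 min with EGF at 25 nM, lysed, and probed for phospho-ERK by AlphaScreen.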
* hit, by the source's call; ? = inconclusive; & = joins results of further samples; [ ] = dose if it differs, or a comment. Potency is read from the fitted curve at half-maximal effect. This is a subset, so the mix of outcomes need not match the whole.

SMILES | ERK EGF inh
c1ccc(CSc2ncnc3sccc23)cc1 | -7.0%
CCOC(=O)c1nnsc1Nc1ccc(C)c(C)c1 | 5.3%
O=C(CCc1ccccc1)Nc1ccc(S(=O)(=O)N2CCOCC2)cc1 | -7.2%[57.5 µM]
CCOC(=O)C1=C(C)OC(N)=C(C#N)C1c1cc(SCC)oc1C (stereo unspecified) | -1.1%
O=[N+]([O-])c1ccc(F)cc1OCc1nc(-c2cccs2)no1 | 5.8%
Cc1ccsc1/C=N/NC(=S)NCc1ccccc1 | 1.6%
CCOC(=O)c1cc2c(ccn2C)n1CC(=O)N(CC)CC | -5.5%
Cc1cccc(NC(=O)c2nc[nH]c2C(=O)NCC(=O)OC(C)(C)C)c1 | -16.0%[57.5 µM]
CC(C)(C)C(=O)C[n+]1ccccc1 | -9.1%
CCOc1ccccc1/C=N\Nc1cnn(Cc2ccccc2)c(=O)c1Cl | 0.8%
COc1cc(/C=N/NC(=O)NC2CCCCC2)ccc1O | -4.1%[57.5 µM]
Cc1cc(OCCCn2ccnc2)cc(C(C)C)c1 | 0.1%
OCCN(CCO)Cc1csc2ccccc12 | 32.8%
Cn1cccc1C(=O)N1CCC[C@@]2(CCN(Cc3ccccc3)C2)C1 | 0.5%
COc1ccc(NC(=O)COC(=O)C2=COCCO2)cc1OC | 3.1%
CCCCNC(=O)/C(C#N)=C/c1ccc(-c2ccc(S(=O)(=O)N3CCOCC3)cc2)o1 | 12.7%
COP(=O)(OC)c1nc(-c2cccc3ccccc23)oc1N1CCCCC1 | -5.2%
CCC(C)[C@@H](CN(N=O)[C@@H](Cc1ccccc1)CN(C)N=O)N(CCc1ccccc1)N=O (stereo partly specified) | 14.5%[57.5 µM]
COc1ccc(C(=O)N/N=C/c2ccc(N3CCOCC3)o2)cc1OC | 4.0%
COc1ccc(CCNC(=O)c2ccc(N(C)S(=O)(=O)c3ccc(C)cc3)cc2)cc1OC | 15.5%
c1coc(-c2ccnc(-c3ccncc3)n2)c1 | -1.4%
Cc1cccc(C)c1OCc1nnc(NC(=O)CSc2ccc(Cl)cc2)s1 | -0.6%
CC(C)c1onc(C(=O)N2CCCCC2)c1[N+](=O)[O-] | -15.5%
Cc1cccc(NC(=O)CSc2nnc(CNC(=O)c3ccc(S(=O)(=O)N(C)C)cc3)n2-c2ccc(F)cc2)c1 | 5.2%
Cc1onc(-c2c(Cl)cccc2Cl)c1C(=O)NNC(=O)c1c(-c2c(Cl)cccc2Cl)noc1C | -2.4%[57.5 µM]

Exported comma-delimited: part of the list above.
SMILES,ERK EGF inh
OCCN(CCO)Cc1csc2ccccc12,32.8%
Cn1cccc1C(=O)N1CCC[C@@]2(CCN(Cc3ccccc3)C2)C1,0.5%
COc1ccc(NC(=O)COC(=O)C2=COCCO2)cc1OC,3.1%
CCCCNC(=O)/C(C#N)=C/c1ccc(-c2ccc(S(=O)(=O)N3CCOCC3)cc2)o1,12.7%
COP(=O)(OC)c1nc(-c2cccc3ccccc23)oc1N1CCCCC1,-5.2%
CCC(C)[C@@H](CN(N=O)[C@@H](Cc1ccccc1)CN(C)N=O)N(CCc1ccccc1)N=O (stereo partly specified),14.5%[57.5 µM]

Sorted by the number under ERK EGF inh (highest first): some entries from above
SMILES | ERK EGF inh
OCCN(CCO)Cc1csc2ccccc12 | 32.8%
CCOc1ccccc1/C=N\Nc1cnn(Cc2ccccc2)c(=O)c1Cl | 0.8%
COP(=O)(OC)c1nc(-c2cccc3ccccc23)oc1N1CCCCC1 | -5.2%
CCOC(=O)c1cc2c(ccn2C)n1CC(=O)N(CC)CC | -5.5%

More compounds:
SMILES | ERK EGF inh
CC(=O)NNC(=O)c1ccncc1 | -18.8%
COCCNC(=O)[C@H](C)/C=C/C(NC(=O)OCc1ccccc1)c1ccc(C(=O)OC)cc1 (stereo partly specified) | ?
CC(=O)NCc1nnc2c3ccccc3c(-c3ccccc3)nn12 | 5.1%
Cc1ccc(C(C)C)c(OCCCN(C)Cc2ccccc2)c1 | ?
CCN(CC(=O)N(CC(C)C)c1c(N)n(CC(C)C)c(=O)[nH]c1=O)Cc1nc2ccccc2c(=O)[nH]1 | -2.5%[57.5 µM]
COC(=O)[C@@]1(Cc2ccccc2)[C@H]2c3cc(C(=O)N(C)C)n(Cc4ccc(OC)c(OC)c4)c3C[C@H]2CN1C(=O)c1ccccc1 | -2.6%
Cc1ccc(Nc2nc(N)nc(CSc3nnc(C)s3)n2)cc1 | 6.9%[57.5 µM]
O=C(O)c1ccc2c(=O)n(-c3ccccc3F)c(=S)[nH]c2c1 | -5.3%
CCOC(=O)C1(CCOc2ccccc2)CCN(Cc2cnc(SC)nc2)CC1 | -9.7%
Cc1ccc(-n2c(SCC(N)=O)nc(O)cc2=O)cc1 | 0.3%
CC(=O)Nc1ccc(OCC(O)CN2CCN(c3ccc(Cl)cc3)CC2)cc1 (stereo unspecified) | -0.1%
Nc1ccc(S(=O)(=O)Nc2ccc(Cl)nn2)cc1 | 5.4%
CCOC(=O)Cc1nnc(NC(=O)CSc2nc3ccccc3[nH]2)s1 | 0.7%[57.5 µM]
O=C(NC1=NCCS1)c1cc(-c2ccc(-c3ccccc3)cc2)nc2ccccc12 | -3.3%
O=C(Nc1nc2ccccc2s1)C1=NN(c2ccccc2)C(=O)CC1 | 5.1%
CCc1ccc(/C=C2\SC(=S)N(CCC(=O)NC3=NCCS3)C2=O)cc1 | -3.3%[57.5 µM]
CC1CCN(S(=O)(=O)c2cnc(Cl)c(Br)c2)CC1 | 8.6%
Cc1cc(C)cc(Nc2ccc(C(=O)O)cc2N)c1 | 5.0%
Cn1c2ccccc2c2cnn(CC(=O)Nc3cccc(F)c3)c(=O)c21 | 5.5%[57.5 µM]
CCN(CC)S(=O)(=O)c1ccc(C)c(NC(=O)COC(=O)[C@@H]2CCCN2C(=O)c2cccs2)c1 | 6.4%
CC1(C)CC(NC(=O)C(=O)NCCc2ccc(Cl)cc2)CC(C)(C)N1 | -16.9%
C=CCSc1nc(C)cc2c1C(=O)OC2 | 26.0%
O=C(NCCc1ccccn1)c1ccc(NS(=O)(=O)c2ccc(F)cc2)cc1 | 1.0%
COc1ccc(NC(=O)COC(=O)c2ccc(NS(=O)(=O)/C=C/c3ccccc3)cc2)cc1 | 3.8%
O=C(CN1CCN(c2ccccc2)CC1)NC(=O)NCc1ccco1 | -0.5%
Other results
SMILES | ERK EGF inh
Cc1c(Br)c([N+](=O)[O-])nn1CC(=O)Nc1c(C)n(C)n(-c2ccccc2)c1=O | 2.1%
Cc1ccccc1Nc1nc2nonc2nc1N1CCOCC1 | 1.4%
NC(=O)C1CCN(c2cc(Cl)nc(N)n2)CC1 | -1.4%
COc1ccc(-c2[nH]n(-c3ccc([N+](=O)[O-])cc3)c(=O)c2C=NCc2ccccc2)cc1 | -6.6%
O=C(NCc1cccnc1)c1nn2cccnc2c1Cl | 1.5%
CCNC(=S)NNC(=O)c1ccc2ncccc2c1 | -3.8%
CC1=NN(C(=O)c2ccc(Cn3nc(C)c(Br)c3C)cc2)C(O)(C(F)(F)F)C1 (stereo unspecified) | 12.2%
Cc1ccnc(NS(=O)(=O)c2ccc(NC(=O)C3CC=CCC3C(=O)O)cc2)n1 (stereo unspecified) | -10.8%
O=C(Nc1nc2ccc(F)cc2s1)c1cccs1 | -2.6%
COCCNc1oc(/C=C/c2ccccc2)nc1C#N | -0.8%[57.5 µM]
CCN(CC)CCc1nc(-c2ccccc2)no1 | 5.8%[25.7 µM]
CCN(C(=O)CCC(=O)N(CC)c1ccccc1)c1ccccc1 | 0.6%
O=C(Cc1ccc(Cl)cc1)Nc1cc(S(=O)(=O)N2CCOCC2)ccc1N1CCCC1 | 2.9%
CC(C)(C)OC(=O)NCCC(=O)N/N=C/c1ccc2ncccc2c1 | -6.8%[57.5 µM]
COc1cc(C(=O)NCc2nnc(SCC(=O)N3CCCc4ccccc43)o2)cc(OC)c1OC | 5.1%
Cc1nn(Cc2c(F)c(F)c(F)c(F)c2F)c(C)c1NC(=O)c1ccc(COc2ccc(Cl)cc2Cl)o1 | 2.9%
OCCCN=C1CCCc2c1[nH]c1ccc(Cl)cc21 | ?
CC(C)Sc1nnc(Cn2c(=O)sc3ccccc32)n1-c1ccccc1 | 0.2%
Nc1ccc(C(=O)N2CCCC2)cc1CS(=O)(=O)c1ccc(Cl)cc1 | -8.6%
COc1ccc(C)cc1NC(=S)NC(C)c1ccc(OC)c(OC)c1 (stereo unspecified) | -14.5%
C=C(C)COc1ccc(-c2[nH]ncc2-c2ccc(Br)cc2)c(O)c1 | ?
COC(=O)[C@@]1(Cc2ccc(F)cc2)[C@@H]2[C@@H](CC(=O)[C@H]2CC(=O)C(=O)N(C)C)CN1C(=O)c1ccccc1 | -1.7%&6.9%
Fc1ccccc1N1CCN(Cc2cnc(Cl)s2)CC1 | -7.0%
Cc1ccc(NC(=O)c2cccc(F)c2)cc1S(=O)(=O)N1CCCCCC1 | -6.9%
Cc1ccc2nc3c(cc(S(=O)(=O)c4ccccc4)c(=N)n3Cc3ccco3)c(=O)n2c1 | 0.7%
(listing goes on)
SMILES | ERK EGF inh
CC(C)NCC(=O)Nc1c2c(nc3ccccc13)CCC2 | 2.5%[57.5 µM]
CCn1c(C(C)NC(=O)c2cccs2)n[nH]c1=S (stereo unspecified) | 6.5%
O=C(O)CC1S/C(=N/N=C/c2ccc(Br)cc2)N(c2ccccc2)C1=O (stereo unspecified) | -2.3%[57.5 µM]
CCOc1ccc(C(C)=O)cc1CSc1nc2nc(C)cc(C)n2n1 | -9.3%
O=C(OCn1nnc2ccccc2c1=O)c1ccc(N2CCOCC2)c([N+](=O)[O-])c1 | 12.5%
Cc1c(C#N)c(NC(=O)CCl)n(Cc2cccs2)c1C | 2.0%
COc1cc(O)c(C(=O)c2ccccc2)cc1O | 16.5%
Cc1ccc(NCc2nnc(SCC(=O)NNC(=O)Cc3ccccc3)n2C)cc1 | -10.4%[57.5 µM]
O=C(Nc1ccccc1)/C(=C/c1cccnc1)NC(=O)c1ccco1 | -1.3%
COc1cccc(CNc2nc3ccccc3n2CCN2CCCCC2)c1OC | ?
CCc1ccc(CN(C)C(=O)CC2C(=O)NCCN2Cc2ccoc2)cc1 (stereo unspecified) | -5.2%
CN(C)c1ccc(C(=S)N2CCN(Cc3ccccc3)CC2)cc1 | ?
CC(OC(=O)C1=Cc2ccccc2OC1)C(=O)NC(C)(C)C (stereo unspecified) | -8.4%
Cn1cccc1/C=N\NC(=O)c1cncc(Br)c1 | 2.5%[57.5 µM]
CCOc1ccc(-c2cc(CCCC(=O)Nc3cccc(OC)c3)no2)cc1 | -1.7%
Cc1ccc(-n2nnnc2-c2cccc(C)c2)cc1 | 0.0%
CC(=O)NC(=O)c1ccc(-c2ccc(Cl)cc2)o1 | -9.9%
CC1OC(OCC2OC(Oc3c(-c4ccc(OCCO)c(OCCO)c4)oc4cc(OCCO)cc(O)c4c3=O)C(O)C(O)C2O)[C@@H](O)C(O)C1O (stereo partly specified) | 9.1%
NC(=O)c1ccc2nc(NC(=O)c3ccc(N)cc3)sc2c1 | 1.4%
COCCOC(=O)c1c(NC(=O)CNC2CCCc3ccccc32)sc(C(N)=O)c1C (stereo unspecified) | ?
COc1ccc2nc(C(F)(F)Cl)c(C#N)c(N)c2c1 | 14.2%[57.5 µM]
CC(C(=O)O)N(C(=O)c1ccccc1)c1ccc(F)cc1 (stereo unspecified) | 7.5%
CCCCC1OC2(C)OC(=N)C1(C#N)C(C#N)(C#N)C2c1ccccc1 (stereo unspecified) | 2.5%
Cc1cccc(-n2c(SCc3ccc(C#N)cc3)nnc2-c2c[nH]c3ccccc23)c1 | -4.0%
c1ccc(-c2nc(-c3ccccn3)no2)cc1 | 5.5%
(more compounds)
SMILES | ERK EGF inh
O=C(NC(C(=O)N/N=C/c1cccnc1)c1n[nH]c(=O)c2ccccc12)c1ccccc1 (stereo unspecified) | 2.6%[57.5 µM]
O=C(Nc1cccc(Cl)c1)N1CCN(C2c3ccccc3-c3ccccc32)CC1 | 7.7%[57.5 µM]
Cc1cc(-c2ccc(NC(=O)[C@@H]3CCCC[C@@H]3C(=O)O)c(C)c2)ccc1NC(=O)[C@@H]1CCCC[C@@H]1C(=O)O | -1.4%
CS(=O)(=O)c1ccc(C(=O)Nc2ccc(N3CCCCC3)cc2)c(Cl)c1 | 1.6%
CC1CCN(CC(=O)NCCc2ccc(F)cc2)CC1 | -3.6%
Nc1nc(NCC2CCCO2)nc(Nc2ccc(F)cc2)c1[N+](=O)[O-] (stereo unspecified) | 1.6%
O=Cc1ccc(OC(=O)c2cccnc2)cc1 | -10.3%[57.5 µM]
Cc1ccccc1NC(=O)C1CCN(S(=O)(=O)c2cccs2)CC1 | 5.6%
c1nc(N2CCNCC2)c2cc(-c3ccc4c(c3)OCO4)ccc2n1 | 15.2%
O=C1CCCCC/C1=N/Nc1ccc(OCc2ccccc2)cc1 | 3.2%[57.5 µM]
NC(=O)CSc1ncnc2c1nnn2Cc1ccc(F)cc1 | 5.5%
COc1ccc(CN(CCC(c2ccco2)C(C)C)C(C)=O)cc1OC (stereo unspecified) | -3.9%[57.5 µM]
COc1ccc(NC(=O)C2CCCN(c3nccc(C)n3)C2)cc1 (stereo unspecified) | 1.7%
COc1ccccc1-n1cc(CN2CCN(CC(C)C)C(CCO)C2)cn1 (stereo unspecified) | 3.6%
O=C(CNC(=O)c1ccccc1Br)N/N=C/c1cc(Br)ccc1O | 2.5%
Cc1ccc(CN2CCN(Cc3cn(C)nc3C)CC2CCO)o1 (stereo unspecified) | -3.6%
CC(/C=C\C=C\c1ccccc1)=N\NC(=O)c1cncc(Br)c1 | 4.9%
O=C(c1ccco1)N1CCC(N2CCN(c3ccccc3)CC2)CC1 | -12.5%[57.5 µM]
C/C=C(\C)C(=O)OC1[C@@H]2C=C3C4CC(=O)OC(c5ccoc5)[C@]4(C)CCC3[C@@](C)(C2=O)C(C(O)C(=O)OC)C1(C)C (stereo partly specified) | 2.2%
COC(=O)CC/C(O)=C1\C(=O)CC(C)(C)CC1=NCCc1nc2ccccc2[nH]1 | -3.1%

Compound activity (PubChem)
